Source: PubChem
MEP2 TOR yeast: yeast TOR pathway MEP2-GFP modulation | S. cerevisiae MEP2-GFP strain, flow cytometry GFP, 3 h; 100% = DMSO control level | GFP response vs DMSO, % at 10 µM | 330,000 tested, 0.51% active;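 active = GFP response versus DMSO above a set limit, roughly screen mean plus 3 SD, cut at about 180% in these data; inconclusive = fewer than 70 cells counted for a yeast strain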;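 note: median GFP fluorescence of the barcode-gated MEP2-GFP cells per well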
JMJD2C inh: inhibitors of human GASC-1 (JMJD2C) demethylase. GST-JMJD2C(1-420) H3K9me3 demethylation, DELFIA europium. inhibition, % at 2.35 µM. 330,000 tested, 0.069% active. AID 2099;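 active = more than half of a compound's replicate wells show inhibition beyond 50%, single wells judged on their own value; inconclusive = some, but no more than half, of replicates pass 50% inhibition; inactive = no replicate passes 50% inhibition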;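 note: signal counts dimethyl H3K9 product captured on neutravidin plate; 0% = median of DMSO wells and 100% = 0.3 times that DMSO median; strong numbers were not always called active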
VLA-4 inh: inhibition in a human VLA-4 binding assay. P13612. VLA-4 expressing cells, ligand binding flow cytometry. inhibition, % (about 7 µM as worked out from the volumes in the protocol). 330,000 tested, 0.2% active. AID 2557; in the data active = inhibition above about 50%
LAP4-GFP MLPCN: modulators of TOR pathway LAP4-GFP in S. cerevisiae; S. cerevisiae LAP4-GFP multiplex, flow cytometry GFP, 3 h; median GFP as percent of DMSO wells; GFP response vs DMSO, % at 10 µM; 320,000 tested, 0.34% active;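 active = GFP response vs DMSO above a set limit, about the screen mean plus 3 SD, cut at about 150% in these data; inconclusive = under 70 cell events counted for the yeast strain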
CIT2 TOR yeast: alters CIT2-GFP fluorescence in TOR pathway yeast screen; S. cerevisiae CIT2-GFP strain, flow cytometry, 3 h; 100 means same as DMSO wells; GFP response vs DMSO, % at 10 µM; 320,000 tested, 0.065% active; AID 2029;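 active = GFP response relative to DMSO above a set limit, near the screen mean plus 3 SD, cut at about 150% in these data; inconclusive = Fewer than 70 cells measured for a yeast strain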;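 note: ratio of well median GFP fluorescence to mean of DMSO wells on the plate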
AGP1 TOR yeast: alters AGP1-GFP fluorescence in TOR pathway yeast screen; AID 2066; GFP response vs DMSO, % at 10 µM; S. cerevisiae AGP1-GFP multiplex flow cytometry, 3 h; GFP as percent of DMSO wells; 320,000 tested, 0.02% active;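 active = GFP response relative to DMSO above a set limit, near screen average plus 3 SD, cut at about 150% in these data; inconclusive = fewer than 70 cells counted for the yeast strain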;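 note: median GFP channel fluorescence of the gated AGP1 strain per well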
GRK2 aptamer HTS: human GRK2 inhibition via aptamer displacement; bead flow cytometry, FAM-aptamer displacement from GRK2; inhibition of aptamer binding, % at 10 µM; 330,000 tested, 0.59% active; AID 488847; P25098;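 active = inhibition of aptamer binding above 40%, roughly 3 SD of noise, on plates passing a quality check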;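 note: median bead fluorescence of bound FAM aptamer so fluorescent compounds give negative values; no value below 0 was filed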
Target sequence (P25098 whole entry, looked up): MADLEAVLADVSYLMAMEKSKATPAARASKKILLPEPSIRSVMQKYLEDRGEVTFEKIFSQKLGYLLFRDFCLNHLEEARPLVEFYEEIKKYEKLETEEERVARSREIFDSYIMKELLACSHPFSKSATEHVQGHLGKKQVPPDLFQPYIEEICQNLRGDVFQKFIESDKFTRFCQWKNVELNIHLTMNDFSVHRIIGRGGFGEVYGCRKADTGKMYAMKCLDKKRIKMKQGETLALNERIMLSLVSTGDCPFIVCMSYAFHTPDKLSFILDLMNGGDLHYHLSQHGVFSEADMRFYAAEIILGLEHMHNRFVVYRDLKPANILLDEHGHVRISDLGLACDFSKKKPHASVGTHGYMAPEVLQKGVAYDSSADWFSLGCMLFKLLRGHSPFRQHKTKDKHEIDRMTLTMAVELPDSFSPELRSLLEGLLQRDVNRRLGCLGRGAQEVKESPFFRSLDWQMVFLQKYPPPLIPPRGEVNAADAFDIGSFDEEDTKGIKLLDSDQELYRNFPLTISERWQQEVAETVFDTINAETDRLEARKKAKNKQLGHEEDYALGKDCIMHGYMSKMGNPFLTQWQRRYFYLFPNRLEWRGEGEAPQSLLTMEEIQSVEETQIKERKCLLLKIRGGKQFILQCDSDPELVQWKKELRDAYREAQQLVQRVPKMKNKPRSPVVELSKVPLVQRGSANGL
RPL19A TOR yeast: modulators of TOR pathway RPL19A-GFP in S. cerevisiae; S. cerevisiae RPL19A-GFP strain, flow cytometry, 3 h; hits give low values; percent response vs DMSO, % at 10 µM; 330,000 tested, 0.3% active; AID 2025;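 active = percent response vs DMSO below 50%; inconclusive = fewer than 70 events counted for the yeast strain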;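 note: median channel GFP fluorescence of the barcoded RPL19A-GFP strain; ratio of sample median GFP to plate DMSO average so 100% = DMSO; lower means less RPL19A-GFP as with rapamycin TOR inhibition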
The depositor's hits bear a star; ? = inconclusive; . = no result given; & = joins results of further samples; [ ] = remark or other dose.

1	C[C@@H]1C2C[C@@]34COC(=O)C3=CC=C[C@H]4[C@@]13C[C@H](c1ccoc1)O[C@@H]3O2
2	CCOP(=O)(OCC)C(CC)N1CCOCC1 (configuration not stated)
3	CCOP(=O)(OCC)C(NC(=O)c1ccc(C)cc1)=C(Cl)Cl
4	O=C(C1CCCN(c2nnc(-n3cccc3)s2)C1)N1CCC2(CC1)OCCO2 (configuration not stated)
5	COc1ccc(CN2CCCC(C(=O)c3ccc(Cl)cc3)C2)c(OC)c1 (configuration not stated)
6	O=c1c2ccccc2nc(/C=C/c2ccco2)n1-c1ccccc1O
7	C/C(=N\N1CCCCC1c1cccnc1)c1c(O)n(C2CCCCC2)c(=S)[nH]c1=O (configuration not stated)
8	CCOC(=O)c1c(C)n(C(C)C)c2ccc(OC(=O)c3ccc(N4C(=O)CCC4=O)cc3)cc12

Compound | 1 | 2 | 3 | 4 | 5 | 6 | 7 | 8
MEP2 TOR yeast | 90 | 91 | 113 | 110 | 98 | 103 | 92 | 114
JMJD2C inh | -6 | -6 | 0 | 12 | -45 | 42 | -4 | -4
VLA-4 inh | 12 | 16 | 2 | 0 | -4 | 4 | -12 | 10
LAP4-GFP MLPCN | 108 | 91 | 112 | 111 | 97 | 102 | 103 | 103
CIT2 TOR yeast | 65 | 93 | 103 | 108 | 88 | 94 | 105 | 112
AGP1 TOR yeast | 77 | 99 | 102 | 100 | 95 | 100 | 100 | 115
GRK2 aptamer HTS | 0 | 1 | 0 | 0 | 0 | 7 | 0 | 2
RPL19A TOR yeast | 99 | 101 | 111 | 101 | 104 | 100 | 98 | 111

9	O=C(Nc1ccccc1)c1cc([N+](=O)[O-])ccc1N1CCNCC1
10	COc1ccc(CC2C(=O)N(C)C(=O)N(C)C2=O)c(OC)c1
11	C=C1C[C@@H]2[C@H](CC[C@]3(C)C(=O)CC[C@@H]23)[C@@]2(C)C=CC(=O)C=C12
12	COc1ccc(OCCOc2cccc(C=C3C(=O)NC(=O)NC3=O)c2)cc1
13	CCC12CN3CCN(CC(C3)/C1=N/NC(=O)c1ccncc1)C2
14	COC(=O)C1=C(c2ccc(OC(F)(F)F)cc2)C[C@@H]2CC[C@H]1N2C(=O)N1CCCC1
15	CC(C)Nc1ccc(Nc2ccccc2)cc1
16	C[n+]1c(-c2ccccc2)cc(CCCCc2cc(-c3ccccc3)[n+](C)c(-c3ccccc3)c2)cc1-c1ccccc1

Compound | 9 | 10 | 11 | 12 | 13 | 14 | 15 | 16
MEP2 TOR yeast | 93 | 105 | 93 | 107 | 120 | 99 | 102 | 111
JMJD2C inh | -20 | 16 | 21 | 9 | -17 | -11 | 6 | .
VLA-4 inh | 6 | 35 | 9 | 2 | 13 | 0 | 1 | -22
LAP4-GFP MLPCN | 96 | 99 | 98 | 99 | 114 | 103 | 106 | 112
CIT2 TOR yeast | 97 | 97 | 93 | 102 | 106 | 94 | 108 | 95
AGP1 TOR yeast | . | 95 | 94 | 97 | 103 | 101 | 109 | 101
GRK2 aptamer HTS | 0 | 1 | 0 | 2 | 3 | 4 | 0 | 0
RPL19A TOR yeast | 88 | 97 | 97 | 99 | 100 | 102 | 99 | 98

3 structures already listed, ordered by heavy-atom count, falling.
16	C[n+]1c(-c2ccccc2)cc(CCCCc2cc(-c3ccccc3)[n+](C)c(-c3ccccc3)c2)cc1-c1ccccc1
14	COC(=O)C1=C(c2ccc(OC(F)(F)F)cc2)C[C@@H]2CC[C@H]1N2C(=O)N1CCCC1
15	CC(C)Nc1ccc(Nc2ccccc2)cc1

Compound | 16 | 14 | 15
MEP2 TOR yeast | 111 | 99 | 102
JMJD2C inh | . | -11 | 6
VLA-4 inh | -22 | 0 | 1
LAP4-GFP MLPCN | 112 | 103 | 106
CIT2 TOR yeast | 95 | 94 | 108
AGP1 TOR yeast | 101 | 101 | 109
GRK2 aptamer HTS | 0 | 4 | 0
RPL19A TOR yeast | 98 | 102 | 99

Remaining list, next part
17	COc1cc2c(c(OC)c1OC)-c1ccc(O)c(=O)cc1[C@@H](NC(C)=O)CC2
18	O=C1N(c2ccccc2)C(c2cccnc2)N2CCCN12 (configuration not stated)
19	COC(=O)C1=C(c2ccc(OCc3ccccc3)cc2)C[C@@H]2CC[C@H]1N2C(=O)NCc1ccc([N+](=O)[O-])cc1
20	COC(=O)C1=C(c2cccc(OCc3ccccc3)c2)C[C@@H]2CC[C@H]1N2C(=O)NCc1ccc([N+](=O)[O-])cc1
21	CCCCn1c(N)c(C(=O)OCCOC)c2nc3ccccc3nc21
22	CCc1ccc2nc(N3CCC(C(=O)N4CCC5(CC4)OCCO5)CC3)sc2c1
23	COC(=O)C1=C(c2ccc3ccccc3c2)C[C@@H]2CC[C@H]1N2C(=O)N1CCCCC1
24	C[N+]1(C)CCC(OC(=O)C(c2ccccc2)c2ccccc2)CC1

Compound | 17 | 18 | 19 | 20 | 21 | 22 | 23 | 24
MEP2 TOR yeast | 106 | 95 | 97 | 89 | 94 | ? | 103 | 99
JMJD2C inh | -11 | -19 | 43 | 1 | 1 | -12 | 11 | 5
VLA-4 inh | 8 | 0 | -8 | 2 | -12 | 11 | 12 | 4
LAP4-GFP MLPCN | 113 | 105 | 95 | 104 | 112 | 106 | 111 | 109
CIT2 TOR yeast | 110 | 94 | 103 | 104 | 98 | 82 | 97 | 118
AGP1 TOR yeast | 110 | 98 | 98 | 100 | 112 | ? | 110 | 93
GRK2 aptamer HTS | 4 | 0 | 0 | 0 | 0 | 1 | 2 | 0
RPL19A TOR yeast | 109 | 92 | 95 | 95 | 103 | 86 | 102 | 107

25	CC(CO)(CO)N=Cc1c(O)n(-c2cccc3ccccc23)c(=O)[nH]c1=O
26	CCCCn1c(=O)c(C(=O)NCCc2ccccc2)c(O)c2ccccc21
27	Nc1cncc(C(=O)O)c1
28	COc1ccc2[nH]c(C)c(CCNCc3cn(C)c4ccccc34)c2c1
29	CC(=O)O[C@@H]1/C=C/[C@](C)(O)C[C@@H](C)C/C=C/[C@H]2[C@H](O)[C@@](C)(O)[C@@H](C)[C@H]3[C@H](Cc4ccccc4)NC(=O)[C@@]312
30	CCOc1cccc(=NC2CCCCC2)c2c(C)n(C)c(C)c12
31	COc1ccc(NC(=O)[C@@H](NC(=O)N2C[C@H]3C[C@@H](C2)c2cccc(=O)n2C3)C(C)C)cc1
32	Cc1n[nH]c(C)c1CCN

Compound | 25 | 26 | 27 | 28 | 29 | 30 | 31 | 32
MEP2 TOR yeast | 99 | 110 | 103&102 | 97 | 102 | 99 | 104 | 235*[may fluoresce violet]
JMJD2C inh | -11 | 4 | 0&0 | -1 | -2 | -1 | 3 | -4
VLA-4 inh | 16 | -4 | 19&9 | 20 | 30 | -9 | 12 | -7
LAP4-GFP MLPCN | 87 | 96 | 107&98 | 98 | 104 | 116 | 101 | 66[may fluoresce violet]
CIT2 TOR yeast | . | 105 | 97&98 | 98 | 95 | 106 | 96 | ?
AGP1 TOR yeast | 98 | 102 | 103&99 | 100 | 99 | 120 | 99 | ?
GRK2 aptamer HTS | 1 | 1 | 0&0 | 0 | 1 | 0 | 2 | 2
RPL19A TOR yeast | 101 | 108 | 100&98 | 97 | 95 | 108 | 97 | 60[may fluoresce violet]

33	Cc1cc(OCC(=O)NCC(O)c2ccccc2)c2c3c(c(=O)oc2c1)CCCC3 (configuration not stated)
34	O=c1[nH]c(=O)n(-c2ccccc2Cl)c(O)c1C=NCCN1CCCCC1
35	CCN1CCC(O)(c2ccccc2)C(C(=O)c2ccccc2)C1 (configuration not stated)
36	CCCC1C(C#N)=C(N)Oc2c1c(=O)oc1ccccc21 (configuration not stated)
37	COc1ccc(OC)c(CN2CCN(C(=O)Cc3ccccc3)CC2)c1

Compound | 33 | 34 | 35 | 36 | 37
MEP2 TOR yeast | 100 | 105 | 106 | 415*[may fluoresce red and violet] | 103
JMJD2C inh | 112 | 1 | 5 | 13 | 1
VLA-4 inh | 1 | -1 | 13 | 1 | 17
LAP4-GFP MLPCN | 87 | 110 | 115 | ? | 92
CIT2 TOR yeast | 103 | 106 | 112 | ? | 107
AGP1 TOR yeast | 97 | 103 | 103 | ? | 103
GRK2 aptamer HTS | 1 | 1 | 0 | 0 | 0
RPL19A TOR yeast | 97 | 102 | 107 | ? | 105

Entries shown so far that have a carbonyl joined to an NH by a bond outside any ring (nine):
3	CCOP(=O)(OCC)C(NC(=O)c1ccc(C)cc1)=C(Cl)Cl
9	O=C(Nc1ccccc1)c1cc([N+](=O)[O-])ccc1N1CCNCC1
13	CCC12CN3CCN(CC(C3)/C1=N/NC(=O)c1ccncc1)C2
17	COc1cc2c(c(OC)c1OC)-c1ccc(O)c(=O)cc1[C@@H](NC(C)=O)CC2
19	COC(=O)C1=C(c2ccc(OCc3ccccc3)cc2)C[C@@H]2CC[C@H]1N2C(=O)NCc1ccc([N+](=O)[O-])cc1
20	COC(=O)C1=C(c2cccc(OCc3ccccc3)c2)C[C@@H]2CC[C@H]1N2C(=O)NCc1ccc([N+](=O)[O-])cc1
26	CCCCn1c(=O)c(C(=O)NCCc2ccccc2)c(O)c2ccccc21
31	COc1ccc(NC(=O)[C@@H](NC(=O)N2C[C@H]3C[C@@H](C2)c2cccc(=O)n2C3)C(C)C)cc1
33	Cc1cc(OCC(=O)NCC(O)c2ccccc2)c2c3c(c(=O)oc2c1)CCCC3 (configuration not stated)

Compound | 3 | 9 | 13 | 17 | 19 | 20 | 26 | 31 | 33
MEP2 TOR yeast | 113 | 93 | 120 | 106 | 97 | 89 | 110 | 104 | 100
JMJD2C inh | 0 | -20 | -17 | -11 | 43 | 1 | 4 | 3 | 112
VLA-4 inh | 2 | 6 | 13 | 8 | -8 | 2 | -4 | 12 | 1
LAP4-GFP MLPCN | 112 | 96 | 114 | 113 | 95 | 104 | 96 | 101 | 87
CIT2 TOR yeast | 103 | 97 | 106 | 110 | 103 | 104 | 105 | 96 | 103
AGP1 TOR yeast | 102 | . | 103 | 110 | 98 | 100 | 102 | 99 | 97
GRK2 aptamer HTS | 0 | 0 | 3 | 4 | 0 | 0 | 1 | 2 | 1
RPL19A TOR yeast | 111 | 88 | 100 | 109 | 95 | 95 | 108 | 97 | 97

An excerpt (hit frequency here may not be typical).
